# High-throughput results from PubChem BioAssay.
# MPTP inh: inhibitors of mitochondrial permeability transition pore; inhibition, % at 10 µM; AID 602449; isolated mouse mitochondria, Ca2+ swelling absorbance, 30 min; 1.4% of 360,000 active;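 active means inhibition of 50% or more, scaled per plate between neutral and stimulator controls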;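 further: 0% = DMSO wells given calcium and 100% = 1 mM EGTA wells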
# Active calls of the source: *. Some of the compounds tested (hit frequency here may not be typical).
no.	compound	MPTP inh
1	O=C(NCc1ccc(F)cc1)C1CCN(S(=O)(=O)c2ccc(N3CCCC3=O)cc2)CC1	-1.3
2	COc1cc(-c2cnc3c(NC=O)cc(-c4cccnc4)cn23)cc(OC)c1OC	0.2
3	CCOC(=O)Cn1ccc2cc(S(=O)(=O)N3CCCC3)ccc21	0.1
4	O=C(OCc1cn([C@H]2CN(C(=O)C3CCCCC3)[C@@H](c3ccccc3)C[C@@H]2O)nn1)c1ccccc1	-0.6
5	CC(C)(C)n1nnnc1C(c1cc2ccccc2o1)N(Cc1ccccc1)Cc1ccccc1 (stereo unspecified)	13.0
6	CC(=O)c1cccc(-c2ccnc3c2CC(C(=O)NCCC(F)(F)F)O3)c1 (stereo unspecified)	0.6
7	COc1ccc(C=CC(=O)c2ccc3cc(OC)c(OC)cc3c2)cc1OC	-0.7
8	Cn1c(NCCN2CCCC2)nc2cc(-c3cccc(C(F)(F)F)c3)sc2c1=O	0.5
9	COc1cc2oc(=O)cc(CN3CCOCC3)c2cc1Cl	0.1
10	O=C(NCC(=O)N1CCC(Cc2ccccc2)CC1)c1ccccc1F	0.1
11	CC1(C)CC(=O)C2=C(C1)OC1=C(C(=O)CC(C)(C)C1)C2c1cccc([N+](=O)[O-])c1	0.7
12	COc1ccccc1C(=O)N1CCN(C(=O)[C@H]2O[C@@H](n3ccc(=O)[nH]c3=O)[C@H](O)[C@@H]2O)CC1	-1.1
13	COc1ccc(Cc2c(-c3ccc(F)cc3)nc3cc(C)c(Br)c(C)n23)c(C)c1	0.7
14	O=C(c1ccc([N+](=O)[O-])cc1Cl)N1CCN(Cc2ccccc2)CC1	-1.6
15	COC(=O)[C@]12CCCCC=C1N(Cc1ccc3c(c1)OCO3)C(=O)[C@H](CC(=O)N1CCCCC1)C2	-1.0

no.	compound	MPTP inh
16	CCOC1=C2[C@@H](CN(S(=O)(=O)c3ccc(C)cc3)[C@H]2c2ccccc2Cl)[C@H]2C(=O)N(Cc3ccccc3)C(=O)[C@H]2C1	1.1
17	COc1ccc(/C=C2/SC(=S)N(CCC(=O)Nc3cccnc3)C2=O)cc1OC	-0.4
18	S=C1SCN(Cc2ccccc2)CN1Cc1ccco1	-4.5
19	O=C(NCC[C@@H]1CC[C@@H](NS(=O)(=O)Cc2ccccc2)[C@@H](CO)O1)C1CC1	-1.8
20	Cc1cccc(C)c1NC(=O)c1ccc2sc([C@H]3C[C@H](O)[C@@H](CO)O3)nc2c1	1.3
21	CCNc1ccc(S(=O)(=O)N2CCOCC2)cc1NCC(=O)Nc1cccc(Br)c1	7.1
22	CCOC1=C2[C@@H](CN(S(=O)(=O)c3ccc(C)cc3)[C@H]2c2ccccc2Cl)[C@H]2C(=O)NC(=O)[C@H]2C1	0.1
23	Cc1c(C(=O)NCc2ccc(C#N)cc2)sc(=O)n1Cc1ccc(C(=O)N(C)C)cc1	-0.9
24	C[C@@H]1CN([C@@H](C)CO)C(=O)CCCn2nncc2CO[C@H]1CN(C)S(=O)(=O)c1ccccc1	-0.5
25	COCCNc1ncnc2c1ncn2[C@H]1CN(Cc2ccc(-c3ccccc3)cc2)C[C@@H](CO)O1	-0.3
26	CCNC(=O)C1(C)CCN(C(=O)c2ccc3snnc3c2)C1 (stereo unspecified)	-1.6
27	COC(=O)[C@]12CCCCC=C1N(Cc1ccco1)C(=O)[C@H](CC(=O)NCc1cccc(C(F)(F)F)c1)C2	-0.5
28	CC(C)(C)c1ccccc1NC(=O)Nc1nc(C(N)Cc2ccc(F)cc2)cs1 (stereo unspecified)	4.7
29	CC1CCC(NC(=O)c2nn(C)c(=O)c3ccccc23)CC1 (stereo unspecified)	0.5
30	Cc1cc2c(=O)[nH]c(N)nc2[nH]1	0.2

no.	compound	MPTP inh
31	O=C(Nc1nnc([C@H]2C[C@H](O)[C@@H](CO)O2)s1)Nc1ccc(F)cc1F	-1.9
32	CC(=O)N1C[C@H]2CON(C)[C@H]2C[C@H]1c1cccc(-c2ccc(C#N)cc2)c1	0.1
33	CC1(C)CC2(C)OC2C2(C1)N=NC(=Nc1ccccc1)O2 (stereo unspecified)	0.7
34	CCNC(=O)C1(C)CCCN(C(=O)CCc2cccs2)C1 (stereo unspecified)	-1.7
35	OC(c1ccccc1)(c1nc(-c2ccccc2)cs1)C(F)(F)F (stereo unspecified)	1.7
36	CN1CCN(C(=O)c2cc3c(c(-c4cccc(-c5cccnc5)c4)n2)[C@@H](CCO)N(C(=O)CC2CC2)C3)CC1	-0.7
37	Cc1ccc(S(=O)(=O)N2CCN(C(=O)C(O)c3ccccc3)CC2)cc1 (stereo unspecified)	0.4
38	NC(=O)COc1ccc(S(=O)(=O)N2CCCC2)cc1	-0.1
39	CCOC1=C2CN(S(=O)(=O)c3ccc(C)cc3)[C@H](c3ccccc3)C[C@@H]2N(S(=O)(=O)c2ccc(C)cc2)[C@H](c2cccs2)C1	-1.4
40	Cc1ccccc1S(=O)(=O)N(C)C[C@@H]1OCc2cnnn2CCCC(=O)N([C@@H](C)CO)C[C@@H]1C	-1.1
41	CC1(C(=O)NCc2cccc(C(F)(F)F)c2)CCN1Cc1cc2ccccc2o1 (stereo unspecified)	-0.8
42	COc1ccc(C(C)=O)cc1Cn1c(C)c(C(=O)NCC(C)C)sc1=O	0.2
43	COc1ccc([C@H]2C[C@H](n3cc(COC(=O)c4ccccc4)nn3)[C@@H](O)CN2C(=O)C2CCCCC2)cc1	0.2
44	CC(C)(C)NC(=O)C(c1ccccc1)n1c(-c2ccc(-c3ccccc3)cc2)nc2ccccc21 (stereo unspecified)	1.0
45	CC(C)CN1C(=O)CN(S(C)(=O)=O)CC1(C)C(=O)Nc1ccc2c(c1)OCCO2 (stereo unspecified)	-1.4

# Gathered by group, the entries above containing two or more sulfur atoms.
no.	compound	MPTP inh
17	COc1ccc(/C=C2/SC(=S)N(CCC(=O)Nc3cccnc3)C2=O)cc1OC	-0.4
18	S=C1SCN(Cc2ccccc2)CN1Cc1ccco1	-4.5
39	CCOC1=C2CN(S(=O)(=O)c3ccc(C)cc3)[C@H](c3ccccc3)C[C@@H]2N(S(=O)(=O)c2ccc(C)cc2)[C@H](c2cccs2)C1	-1.4

# An excerpt from above in order of length of the SMILES, lowest first:
no.	compound	MPTP inh
45	CC(C)CN1C(=O)CN(S(C)(=O)=O)CC1(C)C(=O)Nc1ccc2c(c1)OCCO2 (stereo unspecified)	-1.4
32	CC(=O)N1C[C@H]2CON(C)[C@H]2C[C@H]1c1cccc(-c2ccc(C#N)cc2)c1	0.1
39	CCOC1=C2CN(S(=O)(=O)c3ccc(C)cc3)[C@H](c3ccccc3)C[C@@H]2N(S(=O)(=O)c2ccc(C)cc2)[C@H](c2cccs2)C1	-1.4

# Going on with the list:
no.	compound	MPTP inh
46	CCc1ccc(CN(C)Cc2c(C(=O)N3CCOCC3)nc3c(C)cccn23)nc1	-0.3
47	Clc1ccc(-c2cn(-c3nc4ccccc4s3)nn2)cc1	2.2
48	COc1ccc(CNC(=O)C2Cc3c(-c4ccc5c(c4)OCO5)ccnc3O2)cc1OC (stereo unspecified)	-0.1
49	C[C@H](CO)N1C[C@H](C)[C@@H](CN(C)Cc2ccc(F)cc2)Oc2ncc(Br)cc2C1=O	3.8
50	Cc1ccc(NC(=O)Nc2nnc([C@H]3C[C@H](O)[C@@H](CO)O3)s2)cc1	-0.4
51	Cc1nc2c(OCc3ccc(F)cc3)cccn2c1N(C)C(=O)CCC1CCCC1	0.2
52	CC(C)CN1C(=O)CN(S(C)(=O)=O)CC1(C)C(=O)NCc1ccccc1 (stereo unspecified)	3.2
53	O=C(CSc1ccccc1)NC1CC1	0.3
54	COc1ccc(Cl)cc1CN1C(=O)C(Cc2ccccc2)ON=C1C (stereo unspecified)	-0.6
55	COC(=O)C[C@@H]1CC[C@@H](NS(=O)(=O)c2cccc(OC)c2)[C@@H](CO)O1	-0.5
56	C[C@@H]1CN([C@@H](C)CO)S(=O)(=O)c2ccc(C#Cc3cccc(F)c3)cc2O[C@H]1CN(C)S(=O)(=O)c1cn(C)cn1	-0.6
57	NC(=O)/C(=C\c1ccco1)NC(=O)c1ccco1	-0.3
58	Cn1ccnc1CC(C)(O)c1ccccc1 (stereo unspecified)	-0.3
59	COc1ccc(NC(=O)c2cccc(S(=O)(=O)N3CCc4ccccc43)c2)c(OC)c1	-0.1
60	CCOC(=O)c1ccc(NC(=O)[C@@H]2CCC(=O)N2C2OC(=O)c3c2ccc(OC)c3OC)cc1 (stereo partly specified)	-0.1

no.	compound	MPTP inh
61	COc1ccc(CN2C(=O)C(CC(=O)NCCN3CCOCC3)CC(C(=O)N3CCOCC3)=C2C)cc1 (stereo unspecified)	0.2
62	COc1cc(-c2cc(NC(C)=O)c3ncc(-c4ccc(F)cc4)n3c2)cc(OC)c1OC	-0.1
63	CCCS(=O)(=O)NC(=O)C1(C)CCCN(C(=O)C(C)(C)Oc2ccc(Cl)cc2)C1 (stereo unspecified)	-2.0
64	COc1c(C)cc(C(O)c2ncc(-c3cccc(F)c3)[nH]2)cc1C (stereo unspecified)	1.4
65	COc1ccc(-n2nnnc2C(C2CC2)N2CCN(C/C=C/c3ccccc3)CC2)cc1 (stereo unspecified)	1.1
66	CCCCOCCCNC(=O)C[C@@H]1C[C@@]2(C(=O)OC)CCCCC=C2N(Cc2ccccc2)C1=O	-1.3
67	CCCCn1c(OC(=S)N(CC)CC)cc(C)nc1=S	-1.1
68	O=C(Nc1cccc2[nH]c([C@H]3C[C@H](O)[C@@H](CO)O3)nc12)NC(c1ccccc1)c1ccccc1	-2.1
69	CC(=O)Nc1cccc(-c2ccnc3c2CC(C)(C(=O)NCc2ccncc2)O3)c1 (stereo unspecified)	-1.8
70	CCCOc1ccc(F)cc1-c1cc(C(=O)NCc2cc(C(F)(F)F)cc(C(F)(F)F)c2)[nH]n1	19.6
71	O=C(NC(=S)N1CC=CCC1)c1ccccc1	-0.1
72	Cn1c(=O)c2c(-c3ccccc3)n(-c3cccc(Br)c3)cc2n(C)c1=O	-1.5
73	CC(C)(C)S(=O)N1Cc2cc(C(=O)NCc3ccc(Oc4ccccc4)cc3)nc(-c3cccc(-c4cc5ccccc5o4)c3)c2[C@H]1CCO (stereo partly specified)	2.5
74	Cc1ccc(CNc2nc(NCC3CC3)nc3ccsc23)c(C)c1	41.8
75	Cc1ccc(S(=O)(=O)NC(=O)C2(C)CCN2C(=O)Cc2cccs2)cc1 (stereo unspecified)	-0.5

no.	compound	MPTP inh
76	CCN1CCN(C(CCc2ccccc2)C(=O)NC2CCCCC2)CC1 (stereo unspecified)	-0.3
77	C[C@@H]1CN([C@H](C)CO)C(=O)CCCn2nncc2CO[C@H]1CN(C)Cc1ccc2c(c1)OCO2	-1.0
78	COc1ccc(OC)c(S(=O)(=O)Nc2ccc3c(c2)OCCO3)c1	0.2
79	C[C@@H]1CN([C@H](C)CO)C(=O)CCCn2nncc2CO[C@H]1CN(C)C(=O)c1ccncc1	-0.3
80	CCN(CC)C(=O)C1=C(C)N(CCCOC)C(=O)C(CC(=O)NCCCCc2ccccc2)C1 (stereo unspecified)	-0.1
81	COc1ccc2ccc(OC)c(/C=N/NC(=O)c3cc4ccccc4o3)c2c1	1.4
82	Cc1ccc(S(=O)(=O)N2CCOCC2)cc1NC(=O)CN(C)CC(=O)Nc1cccc(F)c1	-0.4
83	CC(C)C[C@H]1CNC(=O)C(=O)N1C[C@@H]1CCCN1C[C@H](Cc1ccc(O)cc1)N1C[C@H](Cc2ccccc2)N(CC2CCCCCC2)C(=O)C1=O	-3.0
84	CCOC(=O)N1CCN(C(=O)C2CCC(=O)N(Cc3ccccc3OC)C2)CC1 (stereo unspecified)	1.1
85	C=CCCC(=O)N1C[C@H]2CCN(C)[C@H]2C[C@H]1c1ccccc1	0.9
86	CC(C)(C)c1ccc(C(=O)N2CCC2(C)C(=O)Nc2cccc(C#N)c2)cc1 (stereo unspecified)	2.7
87	CN1CCN(C2CN(Cc3ccccc3)S(=O)(=O)C2)CC1 (stereo unspecified)	-1.6
88	CCCNC(=O)C1(C)CCCN(Cc2ccc(-c3ccccn3)cc2)C1 (stereo unspecified)	0.2
89	COc1ccc(-c2cnc3c(NC=O)cc(-c4cc(OC)c(OC)c(OC)c4)cn23)cc1OC	0.6
90	CSCCC(NC(=O)OCc1ccccc1)NC(=O)OCc1ccccc1	1.0

no.	compound	MPTP inh
91	CC1(C(=O)NS(=O)(=O)c2ccccc2Cl)CCN1C(=O)C1(c2ccc(Cl)cc2)CC1 (stereo unspecified)	0.2
92	O=C(C1=NOC2(C1)C(=O)Nc1ccccc12)N1CCCCC1 (stereo unspecified)	0.3
93	CC(C)N1CC(C(=O)Nc2ccc(Cl)cc2Cl)CC1=O (stereo unspecified)	0.2
94	CNc1cncc(-c2cc(C)c(O)c(C)c2)n1	-0.3
95	COCCNC(=O)C1(C)CCCN(C(=O)c2ccc(C(=O)OC)cc2)C1 (stereo unspecified)	-2.7
96	c1ccc(COc2ccc(-c3cc4nc(NCc5ccc6c(c5)OCO6)ccn4n3)cc2)cc1	2.4
97	COC(=O)[C@@]1(Cc2ccc(F)cc2)[C@H]2c3cc(C(=O)N(C)C)n(Cc4ccc(C)c(F)c4F)c3C[C@H]2CN1C(=O)c1ccccc1	-0.4
98	CC(C)CCOc1ccc(C(=O)Nc2cc(S(=O)(=O)N3CCOCC3)ccc2N2CCOCC2)cc1	0.7
99	Cc1cccc(C)c1-n1nnnc1C(c1ccnc2ccccc12)N1CCN(C(=O)OCc2ccccc2)CC1 (stereo unspecified)	0.6
100	COc1ccc(C(C)(NC(C)=O)c2nc(/C=C/c3ccccc3)cs2)cc1 (stereo unspecified)	1.1
101	CN(Cc1ccccc1)C(=O)c1csc([C@@H]2O[C@H](CO)[C@H](O)[C@H](O)[C@H]2O)n1	-0.4
102	COC(=O)N1CCCCC1c1cc(C(=O)Nc2ccc(OC)cc2C)no1 (stereo unspecified)	0.5
103	O=C(Nc1cc(C(F)(F)F)ccc1N1CCCCC1)C1=COCCO1	-0.8
104	COc1ccc(CCN2CC(=O)NC(=O)C2)cc1OC	-0.9
105	c1ccc(COc2ncnc3c2ncn3CCCNCC(c2ccccc2)c2ccccc2)cc1	1.6
106	COc1ccc(-c2ccc(C(=O)NC(C)C)c3occc23)c(C)c1	-0.1
107	COc1ncnc2c1ncn2CCCNCC(C)c1ccccc1 (stereo unspecified)	-0.5
108	CCc1nc2ccc(C(=O)N3CCN(S(=O)(=O)CC)CC3)cn2c1N(CC)C(=O)NCCc1ccccc1	-0.1
